Screens: PubChem, several laboratories
Mac1 fbg enh: enhancers of human CD11b/CD18 binding to fibrinogen; K562 CD11b/CD18 adhesion to fibrinogen, ATPlite luminescence; activation, % at 10 µM; hit rate 0.07% among 93,000;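 active means 10 µM primary screen giving 50% or more activity, confirmed by 40% or more on retest at that dose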; further: strong numbers were not always called active; reference of the scale not given here
Mac1 fbg inh: CD11b/CD18-fibrinogen binding inhibition; K562 CD11b/CD18 adhesion to fibrinogen, ATPlite luminescence; Mn2+ added to activate the integrin; hit rate 0.54% among 93,000; inhibition, % at 10 µM; P05107+P11215;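 active means primary inhibition of 50% or more at 10 µM, then 40% or more on retest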; further: some results filed as inactive read as strong as hits
MT1-MMP txn act: MT1-MMP promoter transcription activation. HT1080 MT1-MMP promoter luciferase reporter, luminescence, overnight; stronger effect = higher value. activation factor at 10 µM. hit rate 0.16% among 86,000. AID 750;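 active means activation factor of at least 2 for MT1-MMP transcription at 10 µM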
ERb SRC1 inh: blocks coactivator binding to human estrogen receptor beta. Q92731. TR-FRET ER-beta LBD / SRC1-Cy5 peptide binding; receptor agonist-loaded with 1 µM estradiol. inhibition, % at 25.6 µM. hit rate 1.3% among 86,000. AID 633;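 active means compounds whose percent inhibition of the receptor-coactivator binding signal exceeds about 50% in the single-dose screen, limit read from the data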;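 further: 0% = receptor plus peptide wells without compound and 100% = peptide-only wells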
ERa coact pot: ER-alpha (human) coactivator binding potentiation; TR-FRET ERalpha-LBD/SRC-Cy5 coactivator binding, 2 h; 100 = basal binding, no effect; coactivator binding (% of control), % at 25.6 µM; hit rate 1.3% among 86,000; in the data active means activity above about 200%;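 further: binding measured in presence of low estradiol as agonist stimulus; 0% = peptide alone without receptor and 100% = receptor with peptide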
Target sequence (P03372 whole entry, looked up, the tested form may be a part): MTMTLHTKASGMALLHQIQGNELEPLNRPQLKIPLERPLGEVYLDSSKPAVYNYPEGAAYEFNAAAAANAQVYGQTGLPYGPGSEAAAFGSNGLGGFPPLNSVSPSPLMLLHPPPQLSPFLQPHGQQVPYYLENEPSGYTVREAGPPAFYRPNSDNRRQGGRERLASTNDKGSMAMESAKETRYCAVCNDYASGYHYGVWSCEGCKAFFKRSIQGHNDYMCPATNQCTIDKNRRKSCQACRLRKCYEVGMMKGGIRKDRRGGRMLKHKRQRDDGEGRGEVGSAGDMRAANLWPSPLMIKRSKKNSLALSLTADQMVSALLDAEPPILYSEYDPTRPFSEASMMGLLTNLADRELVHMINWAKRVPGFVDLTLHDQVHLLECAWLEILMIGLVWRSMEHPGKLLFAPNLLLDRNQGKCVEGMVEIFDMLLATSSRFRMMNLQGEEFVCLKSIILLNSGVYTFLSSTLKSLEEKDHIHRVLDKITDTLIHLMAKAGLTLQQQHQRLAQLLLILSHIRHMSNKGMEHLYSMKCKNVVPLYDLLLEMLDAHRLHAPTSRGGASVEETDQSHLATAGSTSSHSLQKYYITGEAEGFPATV
sEH activator: soluble epoxide hydrolase (human) activation; P34913; purified human sEH enzymatic activity, activator screen; activation, % at 2 µM; hit rate 0.04% among 91,000; in the data active means activation above about 37%; further: values of inactives mirror those of a sister screen read the other way
Calb biofilm kill: kills Candida albicans biofilms; hit rate 0.14% among 85,000; AID 834; inhibition, % at 6 µM; C. albicans biofilm + clotrimazole, Alamar Blue;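 active means inhibition above 20%; inactive means inhibition below 20%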;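 further: preformed 24 hr biofilms exposed to compound for 48 hr; 0% = biofilm without compound and 100% = blank killed by clotrimazole plus chlorhexidine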
sEH inh: soluble epoxide hydrolase (human) inhibition; recombinant human sEH enzymatic activity assay; hit rate 0.34% among 91,000; P34913; inhibition, % at 2 µM; AID 707; in the data active means inhibition above about 80%; further: values of inactives mirror those of a sister screen read the other way; many of its hits are not listed in these tables
Smad3 FoxH1 inh: Smad3 (human) transcription factor binding inhibition; inhibition, % at 25 µM; P84022; TR-FRET Smad3/Dy647-FoxH1 peptide binding, europium anti-His; hit rate 0.29% among 88,000;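 active means compounds that reduce the energy-transfer binding signal between the protein and its labelled peptide by more than half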;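 further: 0% = Smad3 plus labelled peptide maximal FRET and 100% = peptide-only background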
Target sequence (P84022 whole entry, looked up): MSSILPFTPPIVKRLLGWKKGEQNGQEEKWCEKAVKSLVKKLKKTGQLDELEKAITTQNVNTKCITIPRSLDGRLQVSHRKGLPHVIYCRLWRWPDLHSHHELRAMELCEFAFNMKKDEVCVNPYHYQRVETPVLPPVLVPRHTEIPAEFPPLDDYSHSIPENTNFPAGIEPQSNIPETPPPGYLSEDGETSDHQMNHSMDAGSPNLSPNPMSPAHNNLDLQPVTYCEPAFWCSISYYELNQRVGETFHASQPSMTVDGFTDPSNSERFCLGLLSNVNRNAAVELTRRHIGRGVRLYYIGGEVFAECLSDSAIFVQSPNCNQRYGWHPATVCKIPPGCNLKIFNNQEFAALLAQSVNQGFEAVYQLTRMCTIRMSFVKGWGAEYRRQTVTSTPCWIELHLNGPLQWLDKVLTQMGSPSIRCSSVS
Starred values were filed as active, the others as inactive; [ ] = another dose, or the depositor's remark. The list is partial, so the mix of outcomes need not match the whole.

Results for CCc1nc2c(sc3nc4c(cc32)COC(C)(C)C4)c(=O)n1Cc1ccco1 ?
Mac1 fbg enh: -1; Mac1 fbg inh: 4; MT1-MMP txn act: 1; ERb SRC1 inh: -14; ERa coact pot: 81; sEH activator: -8; Calb biofilm kill: 4; sEH inh: 11; Smad3 FoxH1 inh: 16

What do the screens show for `Cn1nnnc1SCC(=O)N1CCN(c2cccc(Cl)c2)CC1`?
Mac1 fbg enh: -4; Mac1 fbg inh: -6; MT1-MMP txn act: 0.9; ERb SRC1 inh: 6[fluorescence artefact?]; ERa coact pot: 95; sEH activator: 8; Calb biofilm kill: 10; sEH inh: -7; Smad3 FoxH1 inh: -6

What do the screens show for `Cc1ccc(NC(=O)COC(=O)Cn2c(C)csc2=O)cc1`?
Mac1 fbg enh: -1; Mac1 fbg inh: -1; MT1-MMP txn act: 1.2; ERb SRC1 inh: -8[fluorescence artefact?]; ERa coact pot: 115; sEH activator: -8; Calb biofilm kill: 9; sEH inh: 6; Smad3 FoxH1 inh: 1

What do the screens show for `COc1cc2c(cc1NC(=O)CN1CCN(S(=O)(=O)c3ccc(C)cc3)CC1)oc1ccccc12`?
Mac1 fbg enh: 106; Mac1 fbg inh: -14; sEH activator: 12; sEH inh: -10

Results for Cc1n[nH]c(C)c1CCc1nc2c3ccccc3nc(SCC(=O)Nc3ccccc3F)n2n1 ?
Mac1 fbg enh: 18; Mac1 fbg inh: -19; ERb SRC1 inh: 59*[fluorescence artefact?]; ERa coact pot: 181; sEH activator: 1; Calb biofilm kill: -2; sEH inh: 1; Smad3 FoxH1 inh: 7

Results for Nc1nc(OCC(F)(F)F)cc(Oc2ccccc2F)n1 ?
Mac1 fbg enh: -5; Mac1 fbg inh: -1; MT1-MMP txn act: 1.2; ERb SRC1 inh: -6; ERa coact pot: 105; Calb biofilm kill: 7; Smad3 FoxH1 inh: 6

Results for CN1CCc2c(sc(/N=C/c3cccs3)c2C(N)=O)C1 ?
Mac1 fbg enh: 0; Mac1 fbg inh: -4; MT1-MMP txn act: 1.6; ERb SRC1 inh: 74*[fluorescence artefact?]; ERa coact pot: 70[fluorescence artefact?]; sEH activator: 0; Calb biofilm kill: 7; sEH inh: 2; Smad3 FoxH1 inh: -3[fluorescence artefact?]

How did O=C(CSc1ccc2nnc(-c3ccccn3)n2n1)NCC1CCCO1 (stereo unspecified) do in these assays?
Mac1 fbg enh: 4; Mac1 fbg inh: -3; MT1-MMP txn act: 1.2; ERb SRC1 inh: 6; ERa coact pot: 91; sEH activator: -3; Calb biofilm kill: 14; sEH inh: 3; Smad3 FoxH1 inh: 11

How did O=C(CSc1nnc(Cc2ccccc2)o1)NC1CCCCC1 do in these assays?
Mac1 fbg enh: -2; Mac1 fbg inh: 7; MT1-MMP txn act: 1.2; ERb SRC1 inh: -9; ERa coact pot: 113; sEH activator: 22; Calb biofilm kill: 7; sEH inh: -24; Smad3 FoxH1 inh: 2

Results for Cc1cccc(-c2nc(CN3CCCC(C(=O)NC4CCC(C)CC4)C3)c(C)o2)c1 (stereo unspecified) ?
MT1-MMP txn act: 1.1; ERb SRC1 inh: 0; ERa coact pot: 97; sEH activator: -36; Calb biofilm kill: 2; sEH inh: 37; Smad3 FoxH1 inh: 3

How did COc1ccc(NC(=O)CCN2CCN(S(=O)(=O)c3cc(Cl)ccc3Cl)CC2)cc1 do in these assays?
Mac1 fbg enh: -3; Mac1 fbg inh: 4; ERb SRC1 inh: 0; ERa coact pot: 92; sEH activator: -18; Calb biofilm kill: 3; sEH inh: 16; Smad3 FoxH1 inh: -12

How did Cc1cc2n(n1)C(c1ccc(N(C)C)cc1)Nc1ccccc1-2 (stereo unspecified) do in these assays?
Mac1 fbg enh: 8; Mac1 fbg inh: -3; MT1-MMP txn act: 1.3; ERb SRC1 inh: 0[fluorescence artefact?]; ERa coact pot: 97; sEH activator: 3; Calb biofilm kill: 10; sEH inh: -2; Smad3 FoxH1 inh: -4

What do the screens show for `Cc1nn(CC(O)Cn2cnc3c2c(=O)n(C)c(=O)n3C)c(C)c1Br` (stereo unspecified)?
Mac1 fbg enh: -4; Mac1 fbg inh: 8; MT1-MMP txn act: 1.2; sEH activator: -9; sEH inh: 12

Results for C#CCSc1nnc(-c2ccc(C)cc2)o1 ?
MT1-MMP txn act: 1.1; ERb SRC1 inh: 4; ERa coact pot: 89; sEH activator: -6; Calb biofilm kill: 2; sEH inh: 9; Smad3 FoxH1 inh: 0

What do the screens show for `CC(C)(C)OC(=O)N1Cc2ccccc2C[C@H]1C(=O)O`?
Mac1 fbg enh: -1; Mac1 fbg inh: 18; MT1-MMP txn act: 1.1; ERb SRC1 inh: -1[fluorescence artefact?]; ERa coact pot: 98; Calb biofilm kill: -3; Smad3 FoxH1 inh: 4

How did COc1ccccc1C(=O)Nc1ccccc1N1CCN(S(C)(=O)=O)CC1 do in these assays?
Mac1 fbg enh: -3; Mac1 fbg inh: 11; MT1-MMP txn act: 1; ERb SRC1 inh: -7; ERa coact pot: 115; sEH activator: -3; Calb biofilm kill: 19; sEH inh: 6; Smad3 FoxH1 inh: 7

What do the screens show for `Cc1cccc(NC(=S)NNC(=O)c2ccccc2OC(F)F)c1`?
Mac1 fbg enh: 3; Mac1 fbg inh: -1; sEH activator: 18; sEH inh: -16

How did COc1ccccc1-c1cnnc(N/N=C/c2ccc(-c3cccc(Br)c3)o2)n1 do in these assays?
MT1-MMP txn act: 1.1; ERb SRC1 inh: 4; ERa coact pot: 111; sEH activator: -3; Calb biofilm kill: 1; sEH inh: 6; Smad3 FoxH1 inh: 8

How did Cc1ccccc1C(=O)NC1CCN(Cc2nnnn2Cc2ccccc2)CC1 do in these assays?
Mac1 fbg enh: -2; Mac1 fbg inh: 18; MT1-MMP txn act: 1.2; ERb SRC1 inh: 1; ERa coact pot: 98; sEH activator: 8; Calb biofilm kill: 8; sEH inh: -7; Smad3 FoxH1 inh: 1

What do the screens show for `COC(=O)c1sc2ncn(-n3c(C)ccc3C)c(=O)c2c1C`?
Mac1 fbg enh: 1; Mac1 fbg inh: -9; MT1-MMP txn act: 1.2; ERb SRC1 inh: -16; ERa coact pot: 106; sEH activator: -3; Calb biofilm kill: 5; sEH inh: 0; Smad3 FoxH1 inh: 60*

Results for CC(C)(C)c1ccc(C(=O)NCc2ccc(Cl)cc2)cc1 ?
Mac1 fbg enh: 4; Mac1 fbg inh: 7; sEH activator: -11; sEH inh: 13

Results for Cc1cc(C)c2c3c(sc2n1)C(=O)N(Cc1ccccc1)CC(=O)N3 ?
Mac1 fbg enh: 5; Mac1 fbg inh: -25; MT1-MMP txn act: 1; ERb SRC1 inh: -7; ERa coact pot: 99; sEH activator: -3; Calb biofilm kill: 2; sEH inh: 2; Smad3 FoxH1 inh: 4

Results for Cc1ccc(Oc2ncc(-c3ccc(Cl)cc3)cn2)cc1 ?
Mac1 fbg enh: 3; Mac1 fbg inh: -4; sEH activator: -4; sEH inh: 2

How did CCC(CC)NC(=O)Cc1ccccc1[N+](=O)[O-] do in these assays?
Mac1 fbg enh: -1; Mac1 fbg inh: -6; sEH activator: -5; sEH inh: 4

Results for CCOc1ccccc1NC(=O)N1C2CCCC1CC(NC(=O)C1CC1)C2 (stereo unspecified) ?
MT1-MMP txn act: 1.1; ERb SRC1 inh: 16; ERa coact pot: 94; sEH activator: -2; Calb biofilm kill: 7; sEH inh: 2; Smad3 FoxH1 inh: 3

What do the screens show for `COc1ccccc1N1CCN(C(=O)CSc2nc3ccccc3c(=O)n2CC2CCCO2)CC1` (stereo unspecified)?
Mac1 fbg enh: -6; Mac1 fbg inh: -13; MT1-MMP txn act: 1.2; ERb SRC1 inh: 5; ERa coact pot: 92; sEH activator: 6; Calb biofilm kill: 3; sEH inh: -5; Smad3 FoxH1 inh: 6

What do the screens show for `OC(COc1cccc(OCC(O)CN2CCCC2)c1)CN1CCCC1` (stereo unspecified)?
Mac1 fbg enh: -3; Mac1 fbg inh: 0; ERb SRC1 inh: 0[fluorescence artefact?]; ERa coact pot: 120; sEH activator: 8; Calb biofilm kill: 11; sEH inh: -5; Smad3 FoxH1 inh: 10

What do the screens show for `COc1ccccc1N(CC(=O)NCCSC(C)(C)C)S(C)(=O)=O`?
Mac1 fbg enh: -2; Mac1 fbg inh: -1; MT1-MMP txn act: 1; ERb SRC1 inh: 0; ERa coact pot: 103; sEH activator: -11; Calb biofilm kill: 2; sEH inh: 12; Smad3 FoxH1 inh: -19

What do the screens show for `Cc1cc(C)n2nc(NCc3ccccc3)nc2n1`?
Mac1 fbg enh: -2; Mac1 fbg inh: -1; MT1-MMP txn act: 0.9; ERb SRC1 inh: 6; ERa coact pot: 100[fluorescence artefact?]; sEH activator: -6; Calb biofilm kill: 6; sEH inh: 2; Smad3 FoxH1 inh: 7

Results for COCCNC(=O)C(c1ccco1)N(C(=O)Cn1nnc2ccccc21)c1cc(C)ccc1C (stereo unspecified) ?
Mac1 fbg enh: -4; Mac1 fbg inh: -6; MT1-MMP txn act: 1.1; ERb SRC1 inh: -3; ERa coact pot: 114; sEH activator: 0; Calb biofilm kill: 0; sEH inh: 0; Smad3 FoxH1 inh: 3

What do the screens show for `CCOc1ccc(Cl)cc1S(=O)(=O)n1cnc2ccccc21`?
Mac1 fbg enh: 2; Mac1 fbg inh: -7; MT1-MMP txn act: 1.2; ERb SRC1 inh: -2; ERa coact pot: 92; sEH activator: 4; Calb biofilm kill: -1; sEH inh: -4; Smad3 FoxH1 inh: -4

Results for COc1ccc(NC(=O)c2ccc3c(c2)n(C)c(=O)n3C)cc1 ?
MT1-MMP txn act: 0.8; ERb SRC1 inh: -5; ERa coact pot: 114; Calb biofilm kill: 6; Smad3 FoxH1 inh: 5

How did C=C(C)Cn1c(CCNC(=O)CCC)nc2ccccc21 do in these assays?
Mac1 fbg enh: 9; Mac1 fbg inh: -18; MT1-MMP txn act: 1.1; ERb SRC1 inh: -1; ERa coact pot: 111; Calb biofilm kill: 7; Smad3 FoxH1 inh: 2

Results for Cc1ccc(C(=O)CN(C(=O)c2ccc(Cl)c(Cl)c2)N2C(=O)C3CCCCC3C2=O)cc1 (stereo unspecified) ?
Mac1 fbg enh: -2; Mac1 fbg inh: 2; MT1-MMP txn act: 1.1; ERb SRC1 inh: -11; ERa coact pot: 115; sEH activator: -2; Calb biofilm kill: 0; sEH inh: 1; Smad3 FoxH1 inh: 5

Ordered by SMILES length (ascending): 3 of the compounds above
Results for Nc1nc(OCC(F)(F)F)cc(Oc2ccccc2F)n1 ?
Mac1 fbg enh: -5; Mac1 fbg inh: -1; MT1-MMP txn act: 1.2; ERb SRC1 inh: -6; ERa coact pot: 105; Calb biofilm kill: 7; Smad3 FoxH1 inh: 6

Results for CC(C)(C)c1ccc(C(=O)NCc2ccc(Cl)cc2)cc1 ?
Mac1 fbg enh: 4; Mac1 fbg inh: 7; sEH activator: -11; sEH inh: 13

Results for COc1ccc(NC(=O)c2ccc3c(c2)n(C)c(=O)n3C)cc1 ?
MT1-MMP txn act: 0.8; ERb SRC1 inh: -5; ERa coact pot: 114; Calb biofilm kill: 6; Smad3 FoxH1 inh: 5
